High-throughput results from PubChem BioAssay.
GLS inh: qHTS for Inhibitors of Glutaminase (GLS) | 410,000 compounds, 0.21% hits | AID 624170, 2012 | Glutaminase kidney isoform, mitochondrial (Homo sapiens), O94925 | Potency, µM (series often up to 45.5 µM), without a hit: top-dose activity change, negative = inhibition, actives largely listed as inhibitors | GLS enzymatic activity, qHTS titration; also: potency is read from the fitted curve at half-maximal effect; % is scaled to controls: 0 for no effect and ±100 for the full control effect
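hKGA; 45 mM KH2PO4 pH 8.2 + 0.02% Tween-20; cpd via pin tool; 1 mM Gln soln; GluOx/HRP/Amplex Red; RT 30 min; fluor. t0 & final.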
PI4K2A inh: qHTS for small molecular inhibitors of PI4K2A; Phosphatidylinositol 4-kinase type 2-alpha (Homo sapiens), Q9BTU6; purified PI4K2A, ADP-Glo luminescence, 1 h; stronger effect = lower value; activity change, negative = inhibition, % at 76.9 µM; 420,000 compounds, 0.13% hits; AID 1346378, 2018; in the data active = activity change below about -50%; inconclusive = mostly about -30% to -49%;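 also: -100% = wells without enzyme as full effect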
Target sequence (Q9BTU6 whole entry, looked up): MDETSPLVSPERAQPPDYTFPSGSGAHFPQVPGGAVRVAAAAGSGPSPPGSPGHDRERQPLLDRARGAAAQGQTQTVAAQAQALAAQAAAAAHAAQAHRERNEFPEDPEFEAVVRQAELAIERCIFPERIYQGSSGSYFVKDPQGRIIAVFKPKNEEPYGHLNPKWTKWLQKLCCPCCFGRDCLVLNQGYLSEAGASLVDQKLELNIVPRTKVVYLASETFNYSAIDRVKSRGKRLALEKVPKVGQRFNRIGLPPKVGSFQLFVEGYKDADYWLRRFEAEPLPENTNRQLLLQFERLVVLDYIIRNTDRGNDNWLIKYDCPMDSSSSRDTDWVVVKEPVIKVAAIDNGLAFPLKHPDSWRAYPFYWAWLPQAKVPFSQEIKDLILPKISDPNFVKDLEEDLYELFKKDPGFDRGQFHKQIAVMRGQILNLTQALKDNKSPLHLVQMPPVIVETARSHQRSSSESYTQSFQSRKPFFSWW
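PI4K2A activity was measured by ADP-Glo luminescence: enzyme (4 ug/mL stock) and phosphatidylinositol (1.2 mM stock) in Tris pH 7.5/MgCl2/EGTA/Triton X-100 buffer were reacted with ATP (300 microM stock) for one hour at ambient temperature.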
G9a inh: qHTS Assay for Inhibitors of Histone Lysine Methyltransferase G9a. G9a H3K9 monomethylation, AlphaScreen, 2 h. Potency, µM (top dose mostly 102 µM), for inactives: top-dose activity, negative = inhibition, hits mostly inhibitors. 350,000 compounds, 8.8% hits; also: potency is read from the fitted curve at half-maximal effect; % is scaled to controls: 0 for no effect and ±100 for the full control effect; nearly all actives have a fitted effect of over 75% in size
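Chemiluminescent proximity detection of H3K9 monomethylation, read after 10 min bead incubation in the dark. Reaction: 20 nM G9a, 500 nM biotin-H3K9 peptide, 20 uM SAM cofactor, 2 h, room temperature, following 15 min enzyme-compound preincubation.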
ERG Ets-DNA blk: qHTS for Small Molecule Inhibitors of the ERG Ets/DNA interaction. Transcriptional regulator ERG (Homo sapiens), P11308. fluorescence polarization, His-ERG Ets domain / labelled DNA. Potency, µM (highest dose often 76.9 µM), for the others: top-dose FP activity, negative = inhibition, actives largely listed as inhibitors. 370,000 compounds, 0.028% hits; active = well fitted inhibition curve with a large enough effect in the polarisation, with a control signal flat; inconclusive = small, poorly fitted or top-dose-only effect, or effect the other way, or a change in a side signal; inactive = no such curve, though single readings can be large or run the other way; the % refers to the polarisation;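 also: polarization taken with two DNA probes labelled with fluorescein and Texas red; potency is read from the fitted curve at half-maximal effect; % of control where 0% means no effect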
Target sequence (P11308 whole entry, looked up, the tested form may be a part): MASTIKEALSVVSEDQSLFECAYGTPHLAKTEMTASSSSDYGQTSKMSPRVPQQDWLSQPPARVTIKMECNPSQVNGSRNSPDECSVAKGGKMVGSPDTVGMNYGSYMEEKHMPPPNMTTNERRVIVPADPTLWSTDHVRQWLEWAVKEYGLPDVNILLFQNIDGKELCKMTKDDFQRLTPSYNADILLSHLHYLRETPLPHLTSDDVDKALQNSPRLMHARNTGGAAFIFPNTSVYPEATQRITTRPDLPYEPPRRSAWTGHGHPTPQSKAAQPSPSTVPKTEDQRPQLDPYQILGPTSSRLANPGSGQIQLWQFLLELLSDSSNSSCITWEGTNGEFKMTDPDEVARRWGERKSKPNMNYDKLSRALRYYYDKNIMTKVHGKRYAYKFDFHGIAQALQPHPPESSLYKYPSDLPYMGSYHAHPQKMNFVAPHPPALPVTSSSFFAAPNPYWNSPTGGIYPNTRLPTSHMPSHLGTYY
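His-tagged ERG Ets domain (1 uM in the protein solution; 300mM KCl, 50mM Tris-HCl, 1mM EDTA, 1mM DTT, pH 7.5) received compound, then a probe mix of 5 nM fluorescein-DNA and 100nM Texas-615-DNA. Fluorescence polarization was read for both dyes.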
JMJD2A Tudor inh: qHTS Assay for Inhibitors of JMJD2A-Tudor Domain. AlphaScreen JMJD2A-Tudor / H3K4me3 peptide binding. 390,000 compounds, 4.4% hits. Lysine-specific demethylase 4A (Homo sapiens), O75164. Potency, µM (top dose mostly 114 µM), inactives show top-dose activity change, negative = inhibition, hits mostly inhibitors; also: potency is read from the fitted curve at half-maximal effect; % is scaled to controls: 0 for no effect and ±100 for the full control effect; nearly all actives have a fitted effect of over 50% in size
Pin1 inh: qHTS Assay to Find Inhibitors of Pin1 | Pin1 FP peptide displacement, HiFluor488, 10 min | Potency, µM (top dose mostly 115 µM), without a hit: top-dose activity, negative = inhibition, hits mostly inhibitors | 390,000 compounds, 0.009% hits | AID 504891, 2011; active = well fitted inhibition curve with a large enough effect in the polarisation, with a control signal flat, not every such curve was filed as active; inconclusive = small, poorly fitted or top-dose-only effect, or effect the other way, or a change in a side signal; inactive = no such curve, though single readings can be large or run the other way; the % refers to the polarisation; also: potency is read from the fitted curve at half-maximal effect; % is scaled to controls: 0 for no effect and ±100 for the full control effect
BAZ2B inh: qHTS Assay for Inhibitors of BAZ2B; Bromodomain adjacent to zinc finger domain protein 2B (Homo sapiens), Q9UIF8; AlphaScreen BAZ2B-H3K14Ac peptide displacement; Potency, µM (series often up to 114 µM), inactives show at the highest dose activity change, negative = inhibition, hits mostly inhibitors; 360,000 compounds, 4.4% hits; also: potency is read from the fitted curve at half-maximal effect; % is scaled to controls: 0 for no effect and ±100 for the full control effect; nearly all actives have a fitted effect of over 60% in size
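Compounds, titrated to a top concentration of 110 uM, were incubated 30 min at room temperature with preformed BAZ2B/acetyl-K14 H3 peptide complex (50 nM each). Proximity signal was measured by AlphaScreen after 20 min with beads.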
PGK inhibitor: qHTS Assay to Find Inhibitors of Phosphoglycerate Kinase. Phosphoglycerate kinase, glycosomal (Trypanosoma brucei brucei), P07378. PGK/GAPDH coupled, Kinase-Glo luminescence, 60 min. Potency, µM (top dose mostly 57.5 µM), without a hit: top-dose activity change, negative = inhibition, usual class: inhibitors. 380,000 compounds, 0.043% hits. AID 602233, 2012; also: potency is read from the fitted curve at half-maximal effect; % is scaled to controls: 0 for no effect and ±100 for the full control effect; nearly all actives have a fitted effect of over 60% in size
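Luminescent ATP detection (Kinase-Glo Plus) follows a 60-minute room-temperature incubation, with wells lacking PGK as controls. Buffer: 100 mM TEA (pH 7.6), 5 mM MgCl2, 0.01% Tween-20. Coupling enzyme GAPDH (100 nM final) supplies unstable 1,3-BPG in-well.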
HP1b chromo inh: HTS for Inhibitors of HP1-beta Chromodomain Interactions with Methylated Histone Tails; Chromobox protein homolog 1 (Homo sapiens), P83916; AlphaScreen HP1-beta / biotin-H3K9me3 peptide binding; Potency, µM (highest dose often 114 µM), for inactives: top-dose activity change, negative = inhibition, actives largely listed as inhibitors; 390,000 compounds, 0.56% hits; also: potency is read from the fitted curve at half-maximal effect; nearly all actives have a fitted effect of over 70% in size; inactives centre near 23
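AlphaScreen: HP1-beta (50 nM) preformed 30 min with biotin-H3(1-18)K9me3 peptide (50 nM) in PBS pH 7.4, 0.01% Tween-20. Compound added for 30 min at RT, then streptavidin donor/nickel chelate acceptor beads (10 ug/mL) for 30 min.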
* marks the source's active call; other numbers are inactive results; i = inactive; ? = inconclusive; / = no result given; [ ] = another dose, or the depositor's remark. Unless noted, calls follow the shape of the dose curve; as a rule, active = well fitted curve in the direction sought with a large enough effect; inconclusive = small, poorly fitted or top-dose-only effect, or another doubt; inactive = no such curve, though single readings can be large; an effect the other way counts as inactive or inconclusive.

Values run as follows: GLS inh, PI4K2A inh, G9a inh, ERG Ets-DNA blk, JMJD2A Tudor inh, Pin1 inh, BAZ2B inh, PGK inhibitor, HP1b chromo inh
CCCCc1ccc(NC(=O)c2ccc3c(c2)CCN3S(=O)(=O)c2ccccc2)cc1
    3.1%, 2.2, -2.1%[59 µM], 11.7%, -20.8%, 28.4%, -2.4%, i, -0.2%
CCN(C(=O)c1cc2ccccc2oc1=O)c1cccc(C)c1
    15.0%, -6.5, -4.0%, -9.0%, -10.4%, -8.5%, 6.7%, -2.5%, 19.7%
COc1cc2[nH]c(=S)n(CCCN3CCOCC3)c(=O)c2cc1OC
    0.0%, -7.7, ?, 5.3%, 25.1µM*, ?, -14.9%, /, 1.0%
O=C(CS(=O)CC(=O)Nc1cccnc1)Nc1ccc(F)cc1 (stereo unspecified)
    2.3%, 6.7, -18.6%, 7.6%, -6.2%, -7.7%, 6.2%, -4.0%, 51.7%[activator]
O=[N+]([O-])c1ccc(NCc2ccccc2N2CCC(CO)CC2)nc1
    6.8%, -5.9, -10.7%, 7.9%, ?, -2.5%, ?, /, 12.7%
COc1cc(/C=C2/N=C(C3CCCCC3)OC2=O)cc(OC)c1OC
    -6.1%, -0.6, -47.0%[59 µM], 4.6%, ?, 0.1%, 14.6%, -7.6%, 60.1%[activator]
CC(C)CNC(=O)c1ccc2c(c1)C(=O)N(C1CCCCC1)C2=O
    5.2%, -3.2, -16.6%, -7.0%, -4.1%, -1.5%, 2.7%, -2.0%, 17.2%
Cc1cccc(OCCNC(=S)NC(=O)c2cccnc2)c1
    6.6%, -1.9, ?, -1.3%, -14.2%, 1.7%, -10.5%, 1.2%, 24.7%
COCCCNC(=O)c1cn(-c2cccc(OC)c2)c(=O)c2ccccc12
    -11.1%, 2.5, 15.8%, 1.6%, -2.5%, ?, 10.2%, i, 19.2%
COc1cc(C(=O)N2CCN(S(=O)(=O)c3ccc(C)cc3C)CC2)ccc1OCC(=O)N1CCOCC1
    -0.6%, 0.8, 7.5%[12.7 µM], -20.6%, -3.2%, 0.6%, -3.2%, i, 45.0%[activator]
COc1ccc(NC(=O)c2ccc(-c3ccc(OC)cc3)s2)cc1
    -4.5%, 6.9, 2.0%, -17.6%, -4.8%, 4.3%, -1.1%, i, 26.8%
COc1ccc(C(=O)C[n+]2ccc3c(c2)nc(-c2ccccc2)n3C)cc1
    2.2%, -7.3, 8.5%[59 µM], -4.8%, -13.4%, -0.4%, 7.7%, -7.9%, 21.0%
COc1ccc(CNC(=O)CN2C(=O)COc3ccc(S(=O)(=O)Nc4ccccc4)cc32)cc1
    6.0%, 2.9, -26.8%[59 µM], -1.6%, -20.3%, 3.5%, -16.4%, i, -10.1%
COc1cccc(NC(=O)COC(=O)c2cc(S(=O)(=O)N3CCOCC3)ccc2C)c1
    -1.0%, 9.9, -36.3%, 11.0%, -7.5%, -10.4%, ?, -0.1%, 28.7%
CCCCNc1c([N+](=O)[O-])cc(C(=O)O)cc1[N+](=O)[O-]
    5.8%, 4.4, 10.3%[59 µM], -9.1%, -10.9%, 4.6%, -31.5%, -4.0%, 7.3%
COc1nc(NCC(C)C)nc(Oc2ccc(=O)n(-c3ccccc3)n2)n1
    -5.8%, -0.2, -4.1%, -10.4%, -1.4%, 0.5%, -3.5%, -5.0%, 28.1%
CSC(=O)NC12CC3CC(CC(C)(C3)C1)C2
    4.4%, 4.0, 9.7%, -2.1%, 8.3%, 1.6%, 17.4%, -7.8%, 36.8%
COc1ccc(OC)c(NC(=O)c2cc3cc4ccc(C)cc4nc3s2)c1
    -4.9%, 1.3, -0.4%[59 µM], 0.1%, -4.8%, 0.5%, 2.2%, -3.8%, 35.9%
CC(=O)N1c2ccc(S(=O)(=O)N3CCC(C(=O)NCc4ccc(N(C)C)cc4)CC3)cc2CC1C (stereo unspecified)
    26.8%, 4.5, -3.2%[59 µM], 9.2%, ?, -3.4%, ?, i, -14.4%
O=C(N/N=C1\CCCc2ccccc21)c1cccc(Br)c1
    1.9%, -1.9, -5.5%, 2.5%, -17.0%, -4.6%, -9.0%, -0.3%, 20.1%
COC(=O)C(=Cc1ccc(-c2ccsc2C(=O)OC)o1)C(=O)OC
    0.0%, 6.1, -2.9%, 4.5%, -16.4%, 3.1%, -2.4%, -1.7%, 34.6%
CC1CCN(S(=O)(=O)c2ccc3c(ccn3CC(=O)O)c2)CC1
    -3.9%, 5.9, 1.1%, 2.0%, 1.0%, 5.8%, -4.2%[57.1 µM], -7.4%, 52.2%[activator]
CC1CCN(S(=O)(=O)c2ccc(C(=O)NNC(=O)C3CC3)cc2)CC1
    -0.8%, -2.0, /, -4.1%, -8.9%, 5.0%, -5.2%, -2.3%, 26.3%
CCOc1ccccc1CNc1ccc(N2CCOCC2)c(C(=O)O)c1
    56.6%[activator], 2.4, -15.1%, -6.3%, -12.8%, 4.7%, 4.5%, -6.8%, 8.4%
COc1ccc(CCNC(=O)CCC(=O)NC2CCCC(C)C2C)cc1OC (stereo unspecified)
    -2.0%, 2.3, 45.8%[activator], 2.7%, -14.4%, -0.1%, -2.7%, -1.5%, 17.4%
CSc1nnc(-c2ccncc2)n1CCCN1CCCC1=O
    -2.5%, 2.8, 50.1µM*, -5.0%, 4.6%, -7.0%, 5.2%, i, 12.3%
Cc1cccc2cc3c(nc12)SC(=NCC1CCCO1)N(Cc1ccco1)C3 (stereo unspecified)
    1.3%, -11.7, 6.31µM*, -0.1%, 56.2µM*, ?, ?, 3.4%, ?
COc1ccc(NC(=O)Nc2sc3nc4n(c(=O)c3c2C)CCC(C)CC4)cc1OC (stereo unspecified)
    -1.0%, -2.7, 1.4%[59 µM], 11.7%, -9.1%, 76.8%[activator], -4.4%, 6.6%, 17.9%
CCc1ccc(NC(=O)c2oc3c(c2C)-c2[nH]ncc2CC3)cc1
    5.4%, -1.5, ?, 5.8%, -17.9%, 1.4%, -12.3%, i, 7.6%
c1ccc(C2=Nc3ccccc3OC2)cc1
    -5.6%, 2.1, ?, -5.1%, -12.0%, -6.0%, 3.6%, -6.9%, 36.8%
CCN(c1ccc(NC(=O)CCc2nc3sc4c(c3c(=O)[nH]2)CCCC4)cc1)C(C)C
    16.2%, 1.6, 2.24µM*, -8.4%, ?, 15.8%, -33.4%, -2.2%, -20.9%
C=C1CCC2[C@](C)(CO[C@@H]3O[C@H](CO)[C@@H](O)[C@H](O)[C@H]3O)CCC[C@@]2(C)[C@@H]1CCC1=CCOC1=O (stereo partly specified)
    4.2%, 0.2, 8.3%[12.7 µM], 18.9%, -12.2%, -4.4%, 8.7%, -0.4%, 42.8%[activator]
Cc1ccc(S(=O)(=O)Nc2c(C)n(C)n(-c3ccccc3)c2=O)cc1C(=O)OC(C)C(=O)c1ccccc1 (stereo unspecified)
    14.8%, -3.7, /, -3.3%, -10.1%, 0.3%, /, -6.2%, 19.1%
COc1ccc(C(=O)Nc2cccc(C(=O)Nc3cc(C)ccn3)c2)cc1
    -23.4%, -2.4, /, 0.4%, -12.9%, -0.5%, /, -3.5%, 78.6%[activator]
CCOc1ccc(NC(=O)c2ccc(NC(=O)c3cn4c5c(c(N6CCN(C)CC6)c(F)cc5c3=O)OCC4C)cc2)cc1 (stereo unspecified)
    4.1%, -2.1, 50.1µM*, 2.5%, -11.0%, 2.6%, -32.3%, 6.6%, 7.2%
COc1ccccc1OCCn1c(SCC(N)=O)nc2ccccc21
    7.3%, 1.1, ?, -2.1%, -20.4%, -1.6%, -6.9%, -17.2%, 25.7%
COCCNC(=O)c1ccc2c(=O)n(CCOC)c(SCC(=O)c3c[nH]c4ccccc34)nc2c1
    -0.4%, 0.7, 5.7%[59 µM], ?, -14.3%, ?, 0.0%, 5.1%, 33.7%
CCCSCC(=O)Nc1ncc2c(n1)-c1ccccc1CC2
    -7.8%, 0.6, 8.91µM*, 7.0%, ?, ?, 56.2µM*, 7.3%, 23.3%
O=C(NCC(O)c1ccc([N+](=O)[O-])cc1)C(c1ccccc1)c1ccccc1 (stereo unspecified)
    2.3%, -7.3, 15.7%, 7.6%, -15.2%, 7.8%, -9.4%, 4.9%, -10.6%
